# M. tuberculosis GlmU: inhibition of mycobacterial GlmU enzyme – biochemical, glucosamine-1-phosphate acetyltransferase (AID 1376). M. tuberculosis GlmU acetyltransferase enzyme assay; higher % means a stronger effect. inhibition, %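 (tested at 30 µM in the primary screen)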, or IC50 in µM where a hit was titrated. 220,000 compounds, 0.25% hits; in the data active = inhibition above about 13%;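 also: 0% = complete reaction with vehicle and 100% = reaction without substrate; strong numbers were not always called active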
# Mtb RmlCD inh: M. tuberculosis RmlC/RmlD inhibition; P9WH09+P9WH11; RmlC+RmlD coupled enzyme assay, percent inhibition; primary screen in compound mixtures; inhibition, % at 3.6 µM; 160,000 compounds, 0.03% hits; AID 1533; in the data active = inhibition mostly above about 34%, no sharp cut-off; also: some results filed as inactive read as strong as hits
# Target sequence (P9WH09 whole entry, looked up): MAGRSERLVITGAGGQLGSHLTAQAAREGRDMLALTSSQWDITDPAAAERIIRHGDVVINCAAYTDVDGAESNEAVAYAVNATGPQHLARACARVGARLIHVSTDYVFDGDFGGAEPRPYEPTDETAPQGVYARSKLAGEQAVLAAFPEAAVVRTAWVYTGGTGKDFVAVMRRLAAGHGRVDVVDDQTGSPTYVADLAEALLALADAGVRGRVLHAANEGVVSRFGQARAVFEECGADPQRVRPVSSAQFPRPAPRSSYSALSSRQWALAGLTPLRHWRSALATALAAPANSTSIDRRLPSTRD
# Target sequence (P9WH11 whole entry, looked up): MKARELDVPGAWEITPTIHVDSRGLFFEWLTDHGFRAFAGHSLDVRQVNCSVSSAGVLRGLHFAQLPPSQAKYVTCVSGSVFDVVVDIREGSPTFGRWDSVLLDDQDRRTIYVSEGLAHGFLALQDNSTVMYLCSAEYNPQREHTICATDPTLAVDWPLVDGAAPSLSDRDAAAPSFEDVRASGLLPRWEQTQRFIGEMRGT
# * = called active by the depositor; · = no result given. Not all compounds are listed; count on the stated rates, not on these rows.
# Each structure is followed by: M. tuberculosis GlmU | Mtb RmlCD inh
O=C1/C(=C/c2ccccn2)COc2ccccc21
 : -2.0% | 8
O=C(/C=C/c1ccc(F)cc1)NC(=S)NNC(=O)c1cnccn1
 : -3.5% | 6
COc1ccc(C(=O)c2ccccc2)c2c(O)ccc(C(=O)c3ccccc3)c12
 : -3.3% | ·
COCCNS(=O)(=O)c1ccc2c(c1)n(C)c(=O)n2C
 : 1.1% | ·
Fc1ccc2nc(N3CCCC3)sc2c1
 : 1.1% | 3
O=C(Nc1nc2ccc(Cl)cc2s1)c1ccco1
 : 4.0% | 10
CC(=O)C(Cl)C(=O)Nc1ccccc1 (stereo unspecified)
 : -0.7% | -1
Cc1ccccc1NC(=O)COc1ccc(Br)cc1CNCCCO
 : 4.1% | -7
COc1ccc(CCNC(=O)Cn2cnc3c(cnn3C(C)(C)C)c2=O)cc1OC
 : -4.9% | 0
CCN(CC)/C(N)=N/c1nc(C)cc(C)n1
 : -3.8% | 13
CCCOc1ccc(C2c3c(oc4cc(C)c(C)cc4c3=O)C(=O)N2CCCN(C)C)cc1 (stereo unspecified)
 : -7.2% | ·
Cc1cccc(OP(=O)(Nc2cccnc2)Oc2cccc(C)c2)c1
 : -1.7% | 10
CCc1c(C#N)c(SCCC(=O)Nc2cccc(OC)c2)nc2c1C(=O)CC(C)(C)C2
 : 0.5% | -6
COc1ccc(S(=O)(=O)N(C)CC(=O)Nc2ccc(C)cc2)cc1OC
 : -7.0% | 12
O=C(/C=C/c1ccco1)Nc1ccc(Oc2ccccc2)cc1
 : 0.6% | -3
COc1cc(OC)c(/C=N/NC(=O)Cn2nc([N+](=O)[O-])cc2C)c(OC)c1
 : -1.7% | -14
Cc1ccc(C2C(C#N)=C(N)Oc3c2oc(CO)cc3=O)o1 (stereo unspecified)
 : 7.1% | ·
C=CCn1c(N)c(S(=O)(=O)c2cccs2)c2nc3ccccc3nc21
 : -5.6% | -12
Cc1ccc(S(=O)(=O)N2CCOCC2)cc1NC(=O)CNCC1CCCCC1
 : -3.8% | 10
COc1ccc(C=NC(CO)C(O)c2ccc([N+](=O)[O-])cc2)cc1 (stereo unspecified)
 : -0.2% | ·

# Rewritten with each value named: entries from further up
> COc1ccc(CCNC(=O)Cn2cnc3c(cnn3C(C)(C)C)c2=O)cc1OC
  M. tuberculosis GlmU: -4.9%; Mtb RmlCD inh: 0

> CCN(CC)/C(N)=N/c1nc(C)cc(C)n1
  M. tuberculosis GlmU: -3.8%; Mtb RmlCD inh: 13

# The list continues.
# Each structure is followed by: M. tuberculosis GlmU | Mtb RmlCD inh
Fc1ccccc1CN(CCN1CCOCC1)C(=S)Nc1ccccc1Cl
 : 1.8% | 9
COc1ccc(COC(=O)N/N=C(\C)CC(=O)Nc2c(C)cc(C)cc2C)cc1
 : · | 10
CC(C)(C)OC(=O)NCCc1nnc(SCc2ccccc2)o1
 : -3.6% | ·
Cc1ccc(CC2C(=O)N(c3ccc(C)cc3)C(=O)C2C)cc1 (stereo unspecified)
 : -2.6% | 7
C/C(=N\NC(=O)c1ccc(OC2CCCC2)cc1)c1ccc(C)s1
 : 3.0% | -5
COc1ccc(NC(=O)CSc2nnnn2Cc2ccccc2)cc1
 : 0.4% | -3
CCOC(=O)C(/C(C)=N/NC(=O)C1CC1c1ccccc1)C(C)C (stereo unspecified)
 : 1.8% | ·
Cc1cc(C)cc(NC(=O)c2ccc(S(=O)(=O)C(F)F)cc2)c1
 : 0.2% | -4
CCOC(=O)c1sc2nc3c(cc2c1N)C(=O)CC(C)(C)C3
 : 3.8% | ·
NP(=O)(OCC(F)(F)F)Oc1ccccc1 (stereo unspecified)
 : 4.1% | ·
CCNc1nc(NCC)nc(-n2nc(C)cc2C)n1
 : 6.7% | -11
CCOc1ccc2nc(C)cc(C(=O)O)c2c1
 : -2.9% | 5
COc1ccc(S(=O)(=O)NC(C)CCc2ccccc2)cc1 (stereo unspecified)
 : -3.0% | 9
Cc1ccccc1/C(N)=N/OC(=O)/C=C/c1ccccc1
 : 6.5% | 14
CCc1nn(C(C)C(=O)N2CCN(Cc3ccccc3)CC2)c(=O)c2cc3occc3n12 (stereo unspecified)
 : -0.3% | -4
O=c1c2ccccc2nc2n1CCN2Cc1ccc(Cl)cc1
 : 2.2% | ·
CC(NS(C)(=O)=O)C(c1cccs1)N1CCN(Cc2ccccc2)CC1 (stereo unspecified)
 : 0.2% | 8
COCc1cc(=O)n2c(-c3ccccc3OC)n[nH]c2n1
 : -3.8% | -2
CC1=NNC(=O)C(CC(=O)Nc2ccc(Cl)c(Cl)c2)C1 (stereo unspecified)
 : -4.9% | -5
CCOc1cccc2cc(C(=O)NCCC3=CCCCC3)c(=O)oc12
 : -0.9% | -9

# Whole records as entered above.
# Profile of COc1ccc(COC(=O)N/N=C(\C)CC(=O)Nc2c(C)cc(C)cc2C)cc1 → M. tuberculosis GlmU = ·; Mtb RmlCD inh = 10
# Profile of O=c1c2ccccc2nc2n1CCN2Cc1ccc(Cl)cc1 → M. tuberculosis GlmU = 2.2%; Mtb RmlCD inh = ·

# The results go on.
# Each structure is followed by: M. tuberculosis GlmU | Mtb RmlCD inh
CC1CCCC(NC(=O)CSc2ccc(F)cc2)C1C (stereo unspecified)
 : -1.6% | 3
NNC(=O)CCCNc1ncc(C(F)(F)F)cc1Cl
 : -6.8% | -5
CC1CCCC(NC(=O)CSC2CCCCC2)C1C (stereo unspecified)
 : 0.7% | -12
O=C(Nc1ccccc1F)c1ccc(OCc2ccccc2)cc1
 : 4.5% | 10
CC(C)N=C(NC#N)SCc1ccc(F)cc1
 : 1.8% | 3
CCOc1ccc(N2CC(C(=O)Nc3ccccc3OC)CC2=O)cc1 (stereo unspecified)
 : -0.7% | 6
CCCOC1CCCN(C(=O)c2cc(Cl)c(Cl)cc2C(=O)O)C1 (stereo unspecified)
 : 0.1% | ·
CCOc1ccc(N=c2scc(-c3ccccc3)n2CCO)cc1
 : 2.0% | ·
COC(=O)c1ccccc1NC(=O)CN1C(=O)c2ccccc2S1(=O)=O
 : 12% | -3
Cc1ccc(S(=O)(=O)N2CCOCC2)cc1C(=O)Nc1nc(-c2cccnc2)cs1
 : 4.0% | ·
Cc1ncc([N+](=O)[O-])n1CC(O)CCl (stereo unspecified)
 : 3.6% | ·
COc1cccc(CNC(=O)CN(c2cc(C)cc(C)c2)S(=O)(=O)c2c(C)noc2C)c1
 : -2.9% | 6
CCc1cccc(C)c1NC(=S)N(CCN(C)C)Cc1cccs1
 : -5.4% | 32
CCCCNC(=O)c1ccc(NS(=O)(=O)c2ccccc2)cc1
 : 3.6% | ·
CN(C)c1ccc(-c2nc3ccccc3n2C)cc1
 : 3.5% | 18
Cc1ccc(NC(=S)NNC(=O)C2CC2c2ccc(C)cc2)cc1 (stereo unspecified)
 : -2.6% | -12
CCc1cccc2c(C(=O)COC(=O)c3ccc(O)cc3)c[nH]c12
 : 4.4% | -20
O=C(CNC(=O)c1ccccc1F)NCCOc1cccc(Cl)c1Cl
 : 0.0% | 4
Cc1ccc(S(=O)(=O)/N=c2\sccn2C)cc1
 : 1.5% | -9
COc1ccc(Cc2nnc(N=Nc3c(O)[nH]c4ccc(Br)cc34)[nH]c2=O)cc1
 : 2.4% | -13

# Carrying on:
mol,M. tuberculosis GlmU,Mtb RmlCD inh
CCOc1ccc(S(=O)(=O)Nc2nc3ccccc3nc2Nc2ccc(N3CCOCC3)cc2)cc1,4.6%,-6
CC1(C)CC(N2CCN(C(c3ccccc3)c3ccccc3)CC2)=CC(=[N+]2CCCCC2)C1,0.8%,·
COCCN(C(=S)Nc1cc(C)ccc1C)C(C)c1cccnc1 (stereo unspecified),2.4%,-3
COc1ccc(NC(=O)Nc2cccc(OC)c2)cc1,7.7%,·
Cc1c(Cl)cnc(NC(=O)COC(=O)CCS(=O)(=O)c2ccccc2)c1Cl,-3.7%,·
Cc1ccc2nc(NC(=O)/C=C/c3ccc4c(c3)OCO4)sc2c1,1.6%,-7
Cc1noc(C)c1C(=O)Nc1sc2c(c1C(N)=O)CCCCC2,-0.3%,·
O=C(NCc1ccccn1)Nc1ccc(F)cc1,-5.3%,·
COc1ccc(-n2c3c(c(=O)[nH]c2=O)C(C(F)(F)F)(C(F)(F)F)N=C(CC(C)C)N3)cc1,1.5%,·
Cc1ccc(C(=O)Cn2cccn2)cc1,-2.8%,9
CC(=O)c1[nH]c(C)c(C(C)=O)c1C,6.6%,-13
CC1CCCN(S(=O)(=O)c2ccc(C(=O)Nc3ccccc3-c3nc4ccccc4[nH]3)cc2)C1 (stereo unspecified),1.7%,·
NC(=O)c1sc2nc3c(c(-c4cccs4)c2c1N)CCCC3,2.5%,-7
COc1ccc(N2CCN(c3ccc(C(N)=O)cc3[N+](=O)[O-])CC2)cc1,-2.9%,-5
Cc1ccc(S(=O)(=O)NCC(=O)OCC(=O)N(Cc2ccccc2)C(C)(C)C)cc1,2.7%,6
COc1ccc2[nH]cc(C(=O)CN(C)C)c2c1,0.1%,·
Cc1ccc(-c2nnc(-c3cccc(NC(=O)c4cccs4)c3)o2)cc1,4.4%,-3
CC(C)(C)c1cc(C(=O)O)nn1-c1ccccc1,3.9%,·
CC(=O)Nc1nc(NC(=O)/C=C/c2ccccc2)n(-c2ccccc2)n1,3.1%,-1
CCCSc1nnc(CSc2nc(C)cc(C)n2)n1C,2.7%,·
CCOC(=O)C(CSCC(=O)c1ccc(Cl)cc1Cl)NC(=O)OC(C)(C)C (stereo unspecified),-3.5%,-6
CC(C)[C@H](NC(=O)NCc1ccc(F)cc1)C(=O)O,-3.4%,4
CN(C)S(=O)(=O)c1ccc(NC(=O)C2CCCN(C(=O)c3ccc(Cl)cc3)C2)cc1 (stereo unspecified),-5.8%,4
C=CCN1C=C2C(=O)C(C)(OC(=O)CCc3ccccc3)C(=O)C=C2C=C1c1ccc(C#N)cc1 (stereo unspecified),2.4%,·
Cc1ccccc1C(=O)Nc1ccc2c(c1)OCO2,-5.0%,-12
O=C(CN1N=C(c2ccc(Cl)cc2)CCC1=O)NCc1cccnc1,2.1%,·
COc1cccc(CC2(CO)CCCN(Cc3cn[nH]c3C3CCCCC3)C2)c1 (stereo unspecified),0.2%,-4
COc1ccc(NC(=O)COC(=O)Cc2c(F)cccc2Cl)cc1,2.9%,-11
COc1ccc(NC(=O)Cn2c(-c3ccc(OC)cc3)cn(-c3ccc(C)cc3)c2=O)cc1,5.4%,10
CCC(C)(C)NC(=O)C(c1cccn1C)N(Cc1ccc(C)cc1)C(=O)Cn1nnc2ccccc21 (stereo unspecified),-1.7%,7
COc1ccc(C(=O)N(c2ccc(C)cc2)C2C=CS(=O)(=O)C2)cc1OC (stereo unspecified),5.2%,-10
COc1ccccc1NC(=O)C1=C(C)NC(=O)NC1c1ccc(C)s1 (stereo unspecified),5.5%,·
COc1ccc(CNC(=O)C2CCN(C(=O)N3CCOc4ccc(C)cc43)CC2)cc1,3.1%,·
CN(CC(=O)NCCc1ccc(F)cc1)Cc1cccc(Cl)c1,1.4%,17
Cc1cc(C)c2cc(CN(Cc3nnnn3Cc3ccc(F)cc3)C3CCCC3)c(=O)[nH]c2c1,-1.6%,-1
O=C(Cc1ccccc1)NCC1OCCc2ccccc21 (stereo unspecified),5.2%,12
CC(C)OC(=O)CCNc1n[nH]c(=O)[nH]c1=O,0.3%,·
CCOC(=O)CC(=O)CSc1nc2c(c(C)c1C#N)CCC2,·,16
COc1cc(CNC(=O)c2cccc(COc3ccc(Cl)cc3)c2)cc(OC)c1,1.3%,-6
O=C(COC(=O)/C=C/c1ccco1)NCc1ccc2c(c1)OCO2,-2.9%,-10
Cc1c(C(O)CN2CCC(C(N)=O)CC2)c2ccccc2n1C (stereo unspecified),0.6%,·
CCC(=O)NC(Nc1sc2c(c1C(=O)OC)CCN(C)C2)(C(F)(F)F)C(F)(F)F,-4.8%,8
CCNC(=O)C(=O)NCC1OCCCN1S(=O)(=O)c1cccs1 (stereo unspecified),2.1%,·
COc1cc(C=O)ccc1OCc1ccccc1Br,2.3%,-7
Fc1ccc(Nc2nnc(C(F)(F)F)s2)cc1,3.8%,-10
O=C(c1ccc([N+](=O)[O-])cc1)n1nc(-c2ccccc2)nc1NCc1ccc(F)cc1,2.6%,-6
Cc1ccc(CNc2nc(-c3cccs3)nc3ccccc23)cc1,0.5%,-8
O=C1CCC(=O)N1c1nc2nc(-c3ccccc3)cc(-c3ccccc3)n2n1,1.1%,13
O=C(CN(C(=O)Cn1nnc(-c2cccs2)n1)c1cnc2ccccc2c1)NCC1CCCO1 (stereo unspecified),5.3%,3
O=C(CCOc1ccccc1)Nc1cccc(S(=O)(=O)Nc2ccccc2Cl)c1,5.8%,3
Cn1c(N2CCOCC2)nc2c1c(=O)n(Cc1ccc(Cl)c(Cl)c1)c(=O)n2C,9.3%,8
COCCNc1oc(-c2ccc(C)cc2)nc1C#N,·,0
CCc1nnc(NS(=O)(=O)c2ccc(NC(=S)NC(=O)c3ccc(OC)cc3)cc2)s1,-1.9%,-5
COC(=O)Nc1ccc(S(=O)(=O)Nc2cccc3ccccc23)cc1,6.8%,43
O=C(O)c1cnc(-c2ccccc2)nc1Sc1ccc(Cl)cc1Cl,3.0%,·
CCOC(=O)C1CC(C)=C(C)CC1C(=O)O (stereo unspecified),1.3%,·
CC(CCc1ccccc1)C(=O)NO (stereo unspecified),2.2%,·
O=C(NCc1ccc2c(c1)OCO2)C1CCN(S(=O)(=O)c2ccc(Br)s2)CC1,-3.9%,-9

# Quoted at random: 4 records from the list, in no set order.
mol,M. tuberculosis GlmU,Mtb RmlCD inh
Cc1cc(C)c2cc(CN(Cc3nnnn3Cc3ccc(F)cc3)C3CCCC3)c(=O)[nH]c2c1,-1.6%,-1
Cc1c(C(O)CN2CCC(C(N)=O)CC2)c2ccccc2n1C (stereo unspecified),0.6%,·
CN(CC(=O)NCCc1ccc(F)cc1)Cc1cccc(Cl)c1,1.4%,17
COC(=O)Nc1ccc(S(=O)(=O)Nc2cccc3ccccc23)cc1,6.8%,43

# Source: PubChem BioAssay
